Screens from PubChem BioAssay.
NALP3 yeast inh: NALP3 inflammasome inhibitors in reconstituted yeast, primary screen, luminescence, uHTS; actives 0.39% (n = 330,000); inhibition, % at 10 µM; Yeast reconstituted NLRP3/ASC/caspase-1, beta-gal luminescence, 24 h; AID 2825, 2010;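 active means inhibition of 50% or more; inactive means inhibition below 50%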;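 further: plate controls were induced DMSO wells for no effect and uninduced yeast grown without galactose for full effect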
SENP7 block: SENP7 protease inhibitors, primary screen, biochemical, luminescence, uHTS; AID 434973, 2010; actives 1.5% (n = 330,000); recombinant SENP7, Z-RLRGG-aminoluciferin luminescence, 40 min; inhibition, % at 5 µM; Sentrin-specific protease 7 (Homo sapiens), Q9BQF6;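 active means inhibition above about 50% at the single test dose, limit read from the data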;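 further: plate controls were DMSO with enzyme for no effect and no enzyme buffer wells for full effect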
Apaf-1 inh: inhibitors of human Apaf-1 apoptosome, primary screen, biochemical, DEVD-Rh110 fluorescence, uHTS; inhibition, % at 20 µM; Apoptotic protease-activating factor 1 (Homo sapiens), O14727; actives 0.71% (n = 330,000); reconstituted apoptosome caspase-3 activity; AID 489030, 2010; active means inhibition of at least 40% at 20 µM;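 further: plate controls were DMSO wells for no effect and DEVD-CHO caspase inhibitor wells for full effect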
Target sequence (O14727 whole entry, looked up): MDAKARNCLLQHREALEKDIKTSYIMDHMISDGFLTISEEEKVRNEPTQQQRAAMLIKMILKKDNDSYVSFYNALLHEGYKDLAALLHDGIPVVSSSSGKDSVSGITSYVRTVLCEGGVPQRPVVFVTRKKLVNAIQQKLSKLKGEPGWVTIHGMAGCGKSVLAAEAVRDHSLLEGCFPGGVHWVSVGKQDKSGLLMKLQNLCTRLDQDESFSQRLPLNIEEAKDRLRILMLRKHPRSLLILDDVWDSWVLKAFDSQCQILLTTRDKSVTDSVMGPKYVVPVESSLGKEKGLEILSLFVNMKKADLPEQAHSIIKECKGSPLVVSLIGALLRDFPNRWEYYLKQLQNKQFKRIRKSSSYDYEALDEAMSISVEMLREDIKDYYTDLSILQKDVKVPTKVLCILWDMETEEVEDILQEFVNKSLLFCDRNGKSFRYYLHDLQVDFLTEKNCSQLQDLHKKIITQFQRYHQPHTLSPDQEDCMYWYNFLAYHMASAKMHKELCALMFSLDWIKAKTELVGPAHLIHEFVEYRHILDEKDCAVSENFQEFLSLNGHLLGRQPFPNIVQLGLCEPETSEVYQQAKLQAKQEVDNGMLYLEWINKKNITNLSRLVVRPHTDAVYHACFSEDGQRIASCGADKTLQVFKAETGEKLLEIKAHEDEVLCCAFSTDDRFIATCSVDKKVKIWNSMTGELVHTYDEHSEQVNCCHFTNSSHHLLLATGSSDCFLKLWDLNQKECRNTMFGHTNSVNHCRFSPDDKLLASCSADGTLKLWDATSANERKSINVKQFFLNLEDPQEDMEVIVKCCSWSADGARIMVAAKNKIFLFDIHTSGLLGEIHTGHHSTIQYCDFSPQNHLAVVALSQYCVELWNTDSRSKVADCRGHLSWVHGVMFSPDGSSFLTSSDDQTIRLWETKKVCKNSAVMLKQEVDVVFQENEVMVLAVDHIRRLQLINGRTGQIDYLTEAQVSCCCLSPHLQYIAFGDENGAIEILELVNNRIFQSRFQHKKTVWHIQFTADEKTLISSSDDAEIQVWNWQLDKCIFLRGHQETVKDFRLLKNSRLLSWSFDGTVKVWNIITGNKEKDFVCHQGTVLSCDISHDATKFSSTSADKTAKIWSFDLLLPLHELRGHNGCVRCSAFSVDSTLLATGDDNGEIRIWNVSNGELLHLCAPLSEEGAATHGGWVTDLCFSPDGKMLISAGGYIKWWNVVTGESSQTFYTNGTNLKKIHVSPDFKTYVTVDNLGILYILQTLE
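Assay system – apoptosome proteins · Medium – Hepes buffer, pH 7.5 · Also added – cytochrome c with DEVD-Rh110 · Timing – 30 min compound preincubation, 50 min activation, room temperature · Detection – Rh110 fluorescence, excitation 480 nm, emission 540 nm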
SENP8 block-1: human SENP8 protease inhibitors, primary screen, biochemical, fluorescence, Nedd8 protein substrate, uHTS | Sentrin-specific protease 8 (Homo sapiens), Q96LD8 | recombinant SENP8 | inhibition, % at 20 µM | actives 0.64% (n = 360,000) | AID 602440, 2012; in the data active means inhibition mostly above about 40%, no sharp cut-off; inactive means mostly below about 27%
SENP6 inh: SENP6 protease inhibitors, primary screen, biochemical, luminescence, uHTS; Sentrin-specific protease 6 (Homo sapiens), Q9GZR1; actives 1.8% (n = 330,000); inhibition, % at 10 µM; AID 2599, 2010; Recombinant SENP6 catalytic domain, aminoluciferin luminescence;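 active means inhibition above about 50% at the single tested dose, limit read from the data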;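 further: plate controls were DMSO wells with enzyme for no effect and DMSO wells lacking enzyme for full effect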
HKDC1 inh: HKDC1 hexokinase inhibitors, primary screen, biochemical, fluorescence, uHTS; AID 493160, 2011; recombinant HKDC1, G6PDH/diaphorase resazurin coupled fluorescence; inhibition, % at 20 µM; actives 0.16% (n = 340,000); Q2TB90;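 active means inhibition above about 35% when tested at 20 µM, limit read from the data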;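 further: plate controls were DMSO wells with enzyme for no effect and DMSO wells lacking enzyme for full effect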
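Test system: HK5 enzyme. Quantity: 5 µg/mL HK5 final. Reagent: glucose and ATP substrates. Schedule: 90 min reaction incubation at room temperature, dark. Technique: resazurin-to-resorufin fluorescence via G6PDH and diaphorase coupling, 525/613 nm. Control set: DMSO wells with and without enzyme mix.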
SENP1 inh: human SENP1 catalytic domain inhibitors, primary screen, biochemical, FRET, uHTS. AID 624204, 2012. recombinant SENP1 catalytic domain, CyPet-SUMO1-YPet FRET cleavage. inhibition, % at 10 µM. Sentrin-specific protease 1 (Homo sapiens), Q9P0U3. actives 0.21% (n = 360,000);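 active means inhibition at least 30% at 10 µM, raw YFP signal under a set limit, fluorescence ratio 0.5 to 1.5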;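 further: 0% = enzyme with DMSO and 100% = no enzyme wells; some results filed as inactive read as strong as hits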
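Assay system – human recombinant His6-tagged SENP1 catalytic domain enzyme · Input – SENP1 enzyme, 20 pM final · Buffer or medium – Tris pH 8 buffer plus EDTA, NaCl, BME, BSA, NP40, catalase · Schedule – 50 min reaction at room temperature · Technique – FRET read of cyan and yellow fluorescence · Control set – no-enzyme wells low, DMSO-plus-enzyme wells high control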
SENP8 block-2: SENP8 protease inhibitors, primary screen, biochemical, luminescence; purified SENP8, Z-RLRGG-aminoluciferin cleavage; actives 1.2% (n = 330,000); AID 2540, 2010; inhibition, % at 10 µM; in the data active means inhibition above about 50%
PfGluPho inh: PfG6PD enzyme inhibitors, primary screen, biochemical, fluorescence intensity, uHTS | PfGluPho enzyme, NADPH resazurin-diaphorase fluorescence | inhibition, % at 20 µM | actives 0.78% (n = 350,000) | AID 504690, 2011;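 active means inhibition reaching at least a set limit at 20 µM in the primary screen, cut at about 59% in these data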;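 further: 0% = DMSO wells with substrate and 100% = DMSO wells lacking glucose-6-phosphate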
* hit, by the source's call; i = inactive; . = no result given. Rows were taken by chance; overall some 4.1% were active at least once.

SMILES	NALP3 yeast inh	SENP7 block	Apaf-1 inh	SENP8 block-1	SENP6 inh	HKDC1 inh	SENP1 inh	SENP8 block-2	PfGluPho inh
CC(C)(C)c1ccc(C(=O)C2CCCN(C(=O)c3ccccn3)C2)cc1 (stereo not given)	4	102*	12	5	5	4	1	2	-8
CCCCN(CC)CCCNC(=O)c1cn(CC)c2ccc(S(=O)(=O)N3CCc4ccccc4C3)cc2c1=O	2	-9	16	8	-14	-3	0	-8	14
CCCOc1ccc(C(=O)C(CCC(CNCC)C(=O)c2ccc(OCCC)cc2)CNCC)cc1 (stereo not given)	.	.	.	24	.	3	2	.	3
CN(C)S(=O)(=O)c1cccc(NC(=O)COC(=O)C2(c3ccccc3F)CCCC2)c1	-17	5	19	6	2	-7	2	1	24
C=C1CCN(c2ccc(C(=O)O)cc2[N+](=O)[O-])CC1	4	-3	12	.	-1	5	.	-1	-27
O=C1CC(N2CCOCC2)C(=O)N1CCN1C(=O)CC(N2CCOCC2)C1=O (stereo not given)	-20	0	-1	31	-4	1	3	0	-1
Cc1ccc(OCCCCn2ccnc2)c([N+](=O)[O-])c1	20	-2	-2	28	2	-6	1	-1	5
COc1ccc(NC(=O)CCS(=O)(=O)c2ccc3c(c2)CCCN3C(C)=O)cc1	3	-6	11	12	-14	-4	-1	-4	-2
N/C(Cc1nc2ccccc2s1)=N\O	10	5	-24	7	-17	-4	-68	1	-12
Cc1c(CN2CCCCC2C)c(=O)n(-c2ccccc2)n1C (stereo not given)	-5	0	-23	22	-6	-3	3	6	-7
O=C(NCC1CCCO1)c1onc(CSc2ccc(F)c(F)c2)c1C(=O)O (stereo not given)	7	2	2	-4	3	4	2	0	2
COC(=O)c1cc(S(=O)(=O)N2CCN(c3ccc(C(C)=O)cc3)CC2)cn1C	8	11	-10	-121	-13	0	5	-4	6
COc1ccc(C(=O)Cn2nnc(-c3ccccc3NC(=O)c3ccco3)n2)cc1	-4	0	4	9	1	3	-1	-4	9
Cc1ccsc1/C=N/NC(=O)Cc1cccn1C	9	-9	7	0	1	-6	0	-11	-11
CCN(c1ccccc1)S(=O)(=O)c1cc2c3c(c1)C(C)C(=O)N3CCC2 (stereo not given)	9	2	-4	10	-3	3	-14	-13	-5
Cc1ccc(NC(=O)Cc2ccc(Cl)c(Cl)c2)cc1S(=O)(=O)N(C)C	6	0	16	-4	-2	-3	-4	0	14
S=C(NCCN1CCOCC1)NC1CCCCC1	9	-11	-2	9	-17	-3	1	-7	-27
O=C(O)CCCn1c(O)c(C=C2N=c3ccccc3=N2)sc1=S	2	2	-19	13	-19	-1	-15	0	7
N#C/C(=C/c1ccc(N2CCOCC2)o1)C(=O)NC1CCCCC1	26	8	4	1	-26	-4	-33	-1	-1
COc1ccc(OCCC(=O)OCC(=O)NCCc2ccccc2)cc1	5	6	-4	14	-20	-1	0	-9	-13
CCn1nc(C)c(CNC(=O)CC2C(=O)NCCN2Cc2ccc(C)o2)c1C (stereo not given)	4	6	-6	-1	-13	-4	-5	1	-7
O=C(NCc1cccc(Cl)c1)C1CCN(S(=O)(=O)c2ccc(F)cc2)CC1	16	2	7	10	8	0	1	0	9
Cc1nn(C)cc1/C=C1\SC(=S)NC1=O	12	5	6	28	8	-4	-9	6	9
CC1=C(C)CC(C(=O)NNC(=O)c2csc(C)c2C)C(C(=O)O)C1 (stereo not given)	10	-3	-3	8	-38	16	3	-15	-14
O=C(NNC(=O)c1cc(-c2ccco2)nc2ccccc12)c1ccccc1	-1	-6	3	-430	3	2	-5	-8	7
Following part.
SMILES	NALP3 yeast inh	SENP7 block	Apaf-1 inh	SENP8 block-1	SENP6 inh	HKDC1 inh	SENP1 inh	SENP8 block-2	PfGluPho inh
COc1cc(COCC(O)CN2CCN(CCN3C(=O)c4cccc5cccc(c45)C3=O)CC2)cc(OC)c1OC (stereo not given)	-4	-5	-6	-38	-3	-2	1	-7	-12
Cc1[nH]nc2c1C(c1ccccc1)C1=C(CC(C)(C)CC1=O)N2 (stereo not given)	17	2	2	-338	-4	-2	-1	-2	-18
COc1ccc(CN(C)C(=S)Nc2ccc(Cl)cc2)cc1	26	9	11	6	8	-6	3	3	0
CC1(C)CC(NC(=S)NC2CC2)CC(C)(C)N1	14	11	0	14	-2	-13	0	2	-1
CCC1Sc2ccc(S(=O)(=O)CCC(=O)Nc3ccc(C(=O)OC)cc3)cc2NC1=O (stereo not given)	12	-2	-6	4	23	-2	1	-8	-1
CC1CCCN(CCC(=O)Nc2ccccc2)C1 (stereo not given)	10	-4	14	-6	-21	-6	0	-11	7
CCOc1ccc(S(=O)(=O)NCc2cccnc2)cc1C	22	-3	7	10	4	-8	1	2	1
N#Cc1c(NC(=O)C2CC(Cl)=CCC2C(=O)O)sc2c1CCCCC2 (stereo not given)	.	.	.	5	.	3	-2	.	-59
O=C(CSc1n[nH]c(-c2ccccn2)n1)Nc1ccc(F)cc1	21	-8	5	6	-4	5	3	-9	-43
CC(C)Oc1ccc(S(=O)(=O)N2CCOCC2)cc1NC(=O)Cc1c(F)cccc1Cl	-3	-12	28	12	-13	0	2	-2	6
Cc1ccc(NC(=O)CCNS(=O)(=O)c2ccccc2F)cc1S(=O)(=O)N1CCOCC1	-4	2	0	20	9	-4	2	1	-9
Cn1c(SCC(=O)Nc2ccc(Br)cn2)nnc1C1CC1	2	-14	3	3	-11	-7	0	-4	18
CC1CCN(S(=O)(=O)c2ccc(NC(=O)C3CSC4(C)CCC(=O)N34)cc2)CC1 (stereo not given)	4	2	19	-1	5	-5	0	4	10
CSC1=NCCN1C(=O)C12CC3CC(CC(C3)C1)C2	-3	-15	-2	18	-9	1	-2	-1	-9
Cc1cc(=O)oc2c(C)c(OC3CCCCC3=O)ccc12 (stereo not given)	6	-2	0	-212	19	1	-6	-2	9
Cc1ccc(Cc2nc(-c3cccnc3)no2)cc1	41	-1	-9	4	-18	-3	1	-4	-25
CCCC(c1nnnn1C(C)(C)C)N1CCN(Cc2ccccc2OC)CC1 (stereo not given)	26	-5	2	10	1	-10	-8	-5	15
CCC(C(=O)NCc1cccnc1)n1nc(C)n2c(cc3occc32)c1=O (stereo not given)	7	-2	-4	9	-11	-7	0	10	0
O=C(NC(=S)Nc1ccc2oc(=O)ccc2c1)c1ccco1	14	-8	-20	14	-6	-1	-1	-2	5
CCCC1=C(C(=O)OCC)C(c2c(C)nn(-c3ccccc3)c2Cl)C(C#N)=C(N)O1 (stereo not given)	-13	-2	16	-44	-13	3	-10	-8	6
Cn1ncc(SCc2ccccc2)c(Cl)c1=O	22	-2	-10	16	-19	-3	4	4	-2
CN(C)S(=O)(=O)c1cc(C(=O)OCCn2cnc3c2c(=O)n(C)c(=O)n3C)ccc1Cl	25	1	-12	9	0	-10	1	4	-5
CCOC(=O)C1CCCN(CC(=O)Nc2cc(C)cc(C)c2)C1 (stereo not given)	25	-6	-15	11	7	4	1	6	10
COc1ccc(/C=N/NC(=O)c2cccnc2)cc1COc1ccc(NC(C)=O)cc1	9	-4	-2	-4	-46	-7	2	-15	3
COc1ccccc1CNC(=O)c1ccc(CS(=O)(=O)c2ccc(C)cc2)o1	8	-3	-1	-5	1	2	-8	3	4
Further records:
SMILES	NALP3 yeast inh	SENP7 block	Apaf-1 inh	SENP8 block-1	SENP6 inh	HKDC1 inh	SENP1 inh	SENP8 block-2	PfGluPho inh
COc1ccc(N2CCN(C(=O)CSc3nnc(COc4cccc5cccnc45)o3)CC2)cc1	17	-1	-2	4	-31	-11	2	-1	11
COc1ccc(CCNC(=O)COC(=O)Cn2cnc3ccccc3c2=O)cc1	24	4	-26	23	3	-7	3	1	-8
CCOC(=O)CCc1c(C)nc2cc(-c3ccc(F)cc3)[nH]n2c1=O	-4	-3	6	-67	-8	7	1	-4	-17
Cc1cc(C)c(-n2c(SCC(=O)N3CCOCC3)n[nH]c2=O)c(C)c1	-3	-5	3	10	-14	8	-1	-9	-4
O=C(COC(=O)Cc1ccc(Cl)cc1)NCc1ccc2c(c1)OCO2	15	-1	6	3	-1	3	7	6	-8
CC(C)Oc1ccc(C(=O)OCC(=O)NC2CCCCCC2)cc1	19	1	1	8	11	-2	2	8	5
O=C(c1ccc2c(c1)OCO2)N1CCN(c2ccc(Cl)cc2)CC1	-10	1	1	10	-10	-7	1	-8	-6
CCOc1ccc([N+](=O)[O-])cc1CNC1CCCCCCC1	16	-14	-2	14	-18	-6	1	-5	8
CCCn1nnnc1SCC(=O)N(C(C)C)C(C)C	4	-8	9	20	-11	-2	2	-2	-16
Cc1cc(NC(=O)COC(=O)CCNS(=O)(=O)c2c(Cl)cccc2Cl)no1	13	-2	0	10	-7	6	-1	-4	0
Cc1cc(C)n2nc(CC(=O)NCc3ccccc3Cl)nc2n1	0	3	-5	14	9	-7	-2	1	-3
CCOC(=O)C1CCN(C(=O)COC(=O)c2cc(-c3cccs3)nn2-c2ccccc2)CC1	17	3	13	0	-6	-2	0	9	5
O=C(NCc1ccccc1)c1ccc(CS(=O)Cc2ccc(Cl)cc2)o1 (stereo not given)	10	-7	-4	11	-18	-1	1	1	-18
CC(C)c1ccc(NC(=O)CCCN2C(=S)NC(C)(C)CC2C)cc1 (stereo not given)	4	8	-1	17	-16	4	0	-2	30
Cc1ccc(-n2nc3c(=O)n(CC(=O)NCCc4ccco4)nc(C)c3c2C)cc1	13	7	1	8	-14	8	-1	-1	-13
Cc1ccc(-c2cc(C(=O)NN=C3CCCC3)c3ccccc3n2)cc1	20	-5	12	-36	6	-1	3	-11	-12
CC1(C)Oc2ccc3ccc(=O)oc3c2-c2cnoc21	-11	9	-14	-75	-24	-3	-1	10	-7
Cc1cc(C)nc(SCc2nc3ncccn3c2Br)n1	23	4	-6	i	5	1	-1	-2	8

Quoted at random: 6 entries already listed.
SMILES	NALP3 yeast inh	SENP7 block	Apaf-1 inh	SENP8 block-1	SENP6 inh	HKDC1 inh	SENP1 inh	SENP8 block-2	PfGluPho inh
CC1CCCN(CCC(=O)Nc2ccccc2)C1 (stereo not given)	10	-4	14	-6	-21	-6	0	-11	7
CSC1=NCCN1C(=O)C12CC3CC(CC(C3)C1)C2	-3	-15	-2	18	-9	1	-2	-1	-9
Cc1[nH]nc2c1C(c1ccccc1)C1=C(CC(C)(C)CC1=O)N2 (stereo not given)	17	2	2	-338	-4	-2	-1	-2	-18
CC1(C)Oc2ccc3ccc(=O)oc3c2-c2cnoc21	-11	9	-14	-75	-24	-3	-1	10	-7
CCC(C(=O)NCc1cccnc1)n1nc(C)n2c(cc3occc32)c1=O (stereo not given)	7	-2	-4	9	-11	-7	0	10	0
Cc1ccc(Cc2nc(-c3cccnc3)no2)cc1	41	-1	-9	4	-18	-3	1	-4	-25
